Apaf1 inhib: inhibitors of human Apaf-1 apoptosome. O14727. reconstituted apoptosome caspase-3 activity, DEVD-Rh110 fluorescence. inhibition, % at 20 µM. 330,000 compounds, 0.71% hits; active = inhibition of at least 40% at 20 µM;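 also: plate controls were DMSO wells for no effect and DEVD-CHO caspase inhibitor wells for full effect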
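Medium: Hepes buffer, pH 7.5 / System: biochemical Apaf-1 apoptosome reconstitution / Measured by: Rh110 fluorescence, excitation 480 nm, emission 540 nm / Times: compound with Apaf-1, dATP, procaspase-3 30 min, then 50 min reaction, room temperature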
SENP1 FRET inh: inhibitors of human SENP1 SUMO protease catalytic domain | AID 624204 | Q9P0U3 | recombinant SENP1 catalytic domain, CyPet-SUMO1-YPet FRET cleavage | 360,000 compounds, 0.21% hits | inhibition, % at 10 µM;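 active = inhibition at least 30% at 10 µM, raw YFP signal under a set limit, fluorescence ratio 0.5 to 1.5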;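 also: 0% = enzyme with DMSO and 100% = no enzyme wells; some results filed as inactive read as strong as hits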
Target sequence (Q9P0U3 419-644 limits assumed): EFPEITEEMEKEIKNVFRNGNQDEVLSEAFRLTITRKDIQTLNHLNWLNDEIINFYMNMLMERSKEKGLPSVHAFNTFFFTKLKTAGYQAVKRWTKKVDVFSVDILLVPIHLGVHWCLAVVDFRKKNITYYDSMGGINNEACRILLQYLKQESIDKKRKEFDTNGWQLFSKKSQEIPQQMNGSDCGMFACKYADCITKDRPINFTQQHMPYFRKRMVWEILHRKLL
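material = recombinant human SENP1 catalytic domain, His6-tagged | quantity = 20 pM enzyme | reagent = 25 nM SUMO1 FRET substrate | compound dosing = 10 µM single point, 0.5% DMSO | timing = 50 min enzyme reaction, room temperature, light-protected | detection = FRET, CFP and YFP emission | control set = no-enzyme low, enzyme-DMSO high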
SENP8 block-1: SENP8 (human) protease inhibition; Q96LD8; AID 602440; recombinant SENP8, Nedd8 substrate fluorescence; 360,000 compounds, 0.64% hits; inhibition, % at 20 µM; in the data active = inhibition mostly above about 40%, no sharp cut-off; inactive = mostly below about 27%
Target sequence (Q96LD8 whole entry, looked up): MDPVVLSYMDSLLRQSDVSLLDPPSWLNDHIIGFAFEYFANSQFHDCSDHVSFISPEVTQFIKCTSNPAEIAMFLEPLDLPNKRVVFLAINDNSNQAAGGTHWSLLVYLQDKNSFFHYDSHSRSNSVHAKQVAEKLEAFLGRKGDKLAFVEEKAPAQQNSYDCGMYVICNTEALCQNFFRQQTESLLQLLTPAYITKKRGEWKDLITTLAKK
SENP7 block: SENP7 protease inhibition. Q9BQF6. recombinant SENP7, Z-RLRGG-aminoluciferin luminescence, 40 min. inhibition, % at 5 µM. 330,000 compounds, 1.5% hits;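 active = inhibition above about 50% at the single test dose, limit read from the data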;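 also: plate controls were DMSO with enzyme for no effect and no enzyme buffer wells for full effect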
HKDC1 inhibitor: HKDC1 (human) hexokinase inhibition; AID 493160; recombinant HKDC1, G6PDH/diaphorase resazurin coupled fluorescence; 340,000 compounds, 0.16% hits; inhibition, % at 20 µM;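 active = inhibition above about 35% when tested at 20 µM, limit read from the data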;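 also: plate controls were DMSO wells with enzyme for no effect and DMSO wells lacking enzyme for full effect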
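System: Recombinant HKDC1 hexokinase | Amount: HKDC1 at 5 µg/mL | Reagent: Glucose with 1 mM ATP | Doses: Single 20 µM dose | Incubation: Reaction time 90 min, room temperature, protected from light | Signal: Coupled resazurin fluorescence, excitation 525 nm, emission 613 nm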
PfGluPho inh: PfG6PD (Plasmodium falciparum) enzyme inhibition | PfGluPho enzyme, NADPH resazurin-diaphorase fluorescence | inhibition, % at 20 µM | 350,000 compounds, 0.78% hits;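 active = inhibition reaching at least a set limit at 20 µM in the primary screen, cut at about 59% in these data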;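 also: 0% = DMSO wells with substrate and 100% = DMSO wells lacking glucose-6-phosphate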
SENP8 block-2: SENP8 protease inhibition; Q96LD8; purified SENP8, Z-RLRGG-aminoluciferin cleavage, luminescence; inhibition, % at 10 µM; 330,000 compounds, 1.2% hits; AID 2540; in the data active = inhibition above about 50%
NALP3 yeast inh: inhibitors of NALP3 inflammasome in yeast | inhibition, % at 10 µM | Yeast reconstituted NLRP3/ASC/caspase-1, beta-gal luminescence, 24 h | 330,000 compounds, 0.39% hits | AID 2825;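 active = inhibition of 50% or more; inactive = inhibition below 50%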;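 also: plate controls were induced DMSO wells for no effect and uninduced yeast grown without galactose for full effect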
SENP6 block: SENP6 protease inhibition; inhibition, % at 10 µM; 330,000 compounds, 1.8% hits; AID 2599; Recombinant SENP6 catalytic domain, aminoluciferin luminescence; Q9GZR1;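 active = inhibition above about 50% at the single tested dose, limit read from the data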;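 also: plate controls were DMSO wells with enzyme for no effect and DMSO wells lacking enzyme for full effect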
Target sequence (Q9GZR1 628-1112 limits assumed): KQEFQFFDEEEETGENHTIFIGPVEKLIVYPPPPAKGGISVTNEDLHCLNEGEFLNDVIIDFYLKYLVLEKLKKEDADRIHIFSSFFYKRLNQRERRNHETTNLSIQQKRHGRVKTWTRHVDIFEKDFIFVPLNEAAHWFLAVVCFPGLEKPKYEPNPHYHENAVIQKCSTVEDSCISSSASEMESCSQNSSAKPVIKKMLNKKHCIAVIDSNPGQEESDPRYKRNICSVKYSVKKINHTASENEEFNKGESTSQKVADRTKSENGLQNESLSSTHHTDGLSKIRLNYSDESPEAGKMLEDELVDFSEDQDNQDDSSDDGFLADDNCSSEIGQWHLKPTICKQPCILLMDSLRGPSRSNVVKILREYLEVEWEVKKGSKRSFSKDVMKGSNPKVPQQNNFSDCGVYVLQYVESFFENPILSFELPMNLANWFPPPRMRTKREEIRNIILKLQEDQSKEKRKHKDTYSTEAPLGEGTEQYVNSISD
Starred values were filed as active, the others as inactive; . = no result given.

A first look:
SMILES	Apaf1 inhib	SENP1 FRET inh	SENP8 block-1	SENP7 block	HKDC1 inhibitor	PfGluPho inh	SENP8 block-2	NALP3 yeast inh	SENP6 block
Cc1cccc(OCC(=O)N/N=C/C=C/c2ccco2)c1	20	-10	-10	2	16	15	0	8	-2
COC(=O)c1cc(C(=O)NNC(=O)c2ccc3c(c2)OCO3)cc([N+](=O)[O-])c1	12	-2	11	-9	-6	-29	-6	9	-2
COc1cccc(-c2cc(C(=O)N3CCc4ccccc4C3)[nH]n2)c1	23	1	10	7	1	8	-23	17	1
COCCNC(=O)CCCn1c(=O)c2cc(OC)c(OC)cc2n(CC(=O)Nc2ccccc2OC)c1=O	-5	1	-49	4	-6	4	0	2	-4

Main list (from the top)
SMILES	Apaf1 inhib	SENP1 FRET inh	SENP8 block-1	SENP7 block	HKDC1 inhibitor	PfGluPho inh	SENP8 block-2	NALP3 yeast inh	SENP6 block
Cc1cccc(OCC(=O)N/N=C/C=C/c2ccco2)c1	20	-10	-10	2	16	15	0	8	-2
COC(=O)c1cc(C(=O)NNC(=O)c2ccc3c(c2)OCO3)cc([N+](=O)[O-])c1	12	-2	11	-9	-6	-29	-6	9	-2
COc1cccc(-c2cc(C(=O)N3CCc4ccccc4C3)[nH]n2)c1	23	1	10	7	1	8	-23	17	1
COCCNC(=O)CCCn1c(=O)c2cc(OC)c(OC)cc2n(CC(=O)Nc2ccccc2OC)c1=O	-5	1	-49	4	-6	4	0	2	-4
O=C(c1ccc(F)cc1)C1CCN(C(=O)NC2CCCCC2)CC1	0	0	7	2	-5	-6	-1	9	7
Cc1nn(C)c(C)c1Nc1ccc(N2C(=O)C3C4C=CC(C4)C3C2=O)cc1[N+](=O)[O-] (stereo unspecified)	-18	2	19	3	0	2	1	7	-7
O=C(O)c1ccc(Oc2ccc(C(F)(F)F)cn2)cc1	-8	-3	15	-4	6	-18	2	24	3
CN(Cc1ccccc1)C(=O)C1CCCN(c2ncnc3c2nc2n3CCCCC2)C1 (stereo unspecified)	0	0	2	-15	0	-7	-10	26	-17
NC(Cc1ccccc1)C(O)(c1ccccc1)c1ccccc1 (stereo unspecified)	-2	2	12	-8	9	-5	-7	19	-22
CCN(CC)S(=O)(=O)c1ccc(C(C)NCC(=O)Nc2ccccc2C(=O)NC2CC2)cc1 (stereo unspecified)	6	-1	5	13	-3	1	-8	2	-7
Cc1nc(Nc2nc3ccccc3o2)nc2c1CCC2	-9	1	13	72*	0	-16	39	17	77*
Cc1cccc(NC(=O)C2CCCN(C(=O)NC3CCCCC3)C2)c1C (stereo unspecified)	-14	3	16	-10	-2	-4	-2	-5	-9
CCOC(=O)c1nc(N)c(=O)n(-c2ccc(C)cc2)n1	0	1	6	2	2	10	4	3	-6
CCOC(=O)N1CCC(NC(=O)C2CCN(c3nc(-c4ccc(OC)cc4)no3)CC2)CC1	-2	1	11	0	-1	-4	1	9	19
Cc1nc2sc(C(c3ccccc3)N3CCC(O)CC3)c(O)n2n1 (stereo unspecified)	1	1	15	-1	-5	-18	-9	12	-16
CCOc1ccc(N(CC(=O)N2CCN(Cc3ccccc3)CC2)S(C)(=O)=O)cc1	0	0	12	-13	-6	3	-3	3	-30
Cc1ccc(NC(=O)Cn2nc(C)cc2C)cc1	7	0	7	5	-3	-2	-4	-7	-13
CCOc1ccc(CCN2CN(C3CCCCC3)CNC2=S)cc1OCC	-1	0	8	6	-4	9	-1	15	-11
Cc1cc(C)n(CC(=O)c2ccc(Cl)cc2)n1	7	2	-3	-8	-3	5	-11	-12	-23
CCCCOc1ccc(C(=O)OCC(=O)N2CCOCC2)cc1	3	1	6	2	-5	-9	-3	33	-3
COc1cc(CN2CCc3ccc(NC(=O)CCc4ccccc4OC)cc3C2)ccc1O	21	1	8	1	-6	11	2	14	-5
O=C1[C@@H]2Cc3c([nH]c4ccccc34)C(c3cccc([N+](=O)[O-])c3)N2C(=O)CN1C1CCN(Cc2ccccc2)CC1 (stereo partly specified)	18	-1	18	-3	.	.	-1	22	7
Nc1nc(CSC(=S)N2CCOCC2)nc(Nc2ccc(F)cc2)n1	-9	4	9	-2	-8	10	-15	-5	-7
CCNc1nc(NC(C)C)nc(N(C#N)Cc2ccccc2)n1	8	0	19	5	-2	-3	-1	16	-11
O=C(O)c1cc(N/N=C/C=C/c2ccccc2[N+](=O)[O-])ccc1Cl	-7	6	24	37	4	15	52*	-3	-11

Following part
SMILES	Apaf1 inhib	SENP1 FRET inh	SENP8 block-1	SENP7 block	HKDC1 inhibitor	PfGluPho inh	SENP8 block-2	NALP3 yeast inh	SENP6 block
O=C1c2ccccc2NC(c2ccco2)N1NS(=O)(=O)c1ccccc1 (stereo unspecified)	-1	4	-392	3	-6	7	5	11	-2
O=C(/C=C/c1ccccc1)NCC(=O)N/N=C/c1cccs1	-1	1	15	0	-7	-5	-2	-7	5
COc1cc(NC(=O)CN2C(=O)NC3(CCOc4ccccc43)C2=O)cc(OC)c1 (stereo unspecified)	59*	-4	-6	-12	-4	11	-11	14	-17
CCC1(c2ccc(Cl)cc2)NC(=O)N(CC(=O)NC2CCCCCC2)C1=O (stereo unspecified)	9	1	1	-3	-1	-2	8	14	7
COC(=O)C1=C(C)N(CCCC(=O)O)C(=O)NC1c1ccc2c(c1)OCO2 (stereo unspecified)	-2	-1	4	9	-3	-20	1	9	0
CCOc1ccc(OCCCCn2ccnc2)cc1	5	2	7	3	-4	12	-6	16	4
O=C(CSc1cccc(C(F)(F)F)c1)NCc1ccccc1	13	3	10	4	12	10	1	29	-26
CC1CN(S(=O)(=O)c2cc(C(=O)NCCC3=CCCCC3)ccc2Cl)CC(C)O1 (stereo unspecified)	20	0	-11	-7	5	-14	-1	26	-5
Cn1c(Br)nc2c1c(=O)n(Cc1ccccc1)c(=O)n2C	10	0	7	-12	-4	-2	-13	12	-25
Cc1cccc(N2CC(C(=O)Nc3nnc(SCC(=O)NCC4CCCO4)s3)CC2=O)c1 (stereo unspecified)	-4	1	-9	1	4	19	0	4	8
O=C(Nc1ccc(C(=O)N2CCOCC2)cc1)c1cccs1	4	1	13	-4	0	-2	-13	-4	4
CCOc1ccccc1-n1c(SCC(N)=O)nnc1-c1ccccc1	-13	1	16	4	-6	36	2	15	-9
O=C(Nc1cccc(S(=O)(=O)Nc2ccc(Cl)cc2)c1)c1ccc(Cl)nc1	17	0	14	7	-1	2	-4	15	2
COc1cc(-c2cc(-c3nnco3)c3ccccc3n2)cc(OC)c1OC	-6	1	-158	-4	2	-13	15	6	15
CCOC(=O)C1CCN(C(=O)Nc2ccc(OCc3ccccc3)cc2)CC1	1	1	13	-5	-6	6	-8	16	-17
COC(=O)C1=C2SC(C)C(=O)N2C(N)=C(C#N)C1c1ccc(OC)c(OC)c1 (stereo unspecified)	-3	-5	-18	-3	-7	22	-9	-2	-25
O=S(=O)(NCc1ccccc1Cl)c1cnc[nH]1	0	0	13	-3	-5	-5	-3	-11	-6
CCOC(=O)Nc1cccc(NC(=O)c2ccccc2F)c1	-9	-7	7	-1	-10	-3	5	15	-1
CCOc1ccc(/C=N/Nc2nc(N3CCCC3)nc(N3CCCC3)n2)cc1OC	0	4	1	2	0	-6	-2	18	-33
O=C(Nc1nncs1)C1CCCC1	-3	-1	5	-3	-5	-7	10	-1	-6
Cc1cccc(N2CCN(CC3CCCCC3)CC2)c1C	-12	1	0	12	-6	0	-1	12	1
COc1ccc(CC(=O)OCC(=O)NC(=O)NC2CCCC2)cc1	2	6	10	7	-2	-3	-5	8	-27
Cc1nc2scc(-c3ccc(Cl)cc3)c2c(=O)o1	4	0	-22	-8	2	-6	0	40	-12
O=C(Cn1nc(Cc2cccnc2)c2ccccc2c1=O)NCc1ccc2c(c1)OCO2	2	-2	1	-6	-3	1	-1	14	-8
O=C(Nc1ccc(S(=O)(=O)N2CCCC2)cc1)c1c(F)cccc1F	6	3	3	-1	-2	-5	3	12	3

Remaining list, next part.
SMILES	Apaf1 inhib	SENP1 FRET inh	SENP8 block-1	SENP7 block	HKDC1 inhibitor	PfGluPho inh	SENP8 block-2	NALP3 yeast inh	SENP6 block
CCC(=O)N1CCN(c2ccc(NC(=O)c3ccccc3)cc2)CC1	-17	3	14	1	-1	0	2	10	3
O=[N+]([O-])c1ccc(Cl)c(CN2CCN(c3ncccn3)CC2)c1	-10	3	-6	-1	0	18	2	31	-16
CCCn1c2ccccc2c2cnn(CC(=O)N3CCOCC3)c(=O)c21	3	3	-110	1	-1	0	5	7	1
CCOc1cc(C(=O)N=c2sccn2C)cc(Br)c1OC	9	-1	-198	-3	3	1	5	20	-14
C/C(=N\NC(=O)C1CC1)c1ccccc1Br	11	3	8	2	0	3	6	7	-14
COc1cc(NC(=O)CNc2ccc(Cl)c(S(=O)(=O)N3CCOCC3)c2)cc(OC)c1	4	-1	-11	4	-4	-6	2	5	-7
C=CCN1C(=NC(=O)CCC(=O)O)SC2CS(=O)(=O)CC21 (stereo unspecified)	-12	2	26	1	-5	-9	5	4	8
Cc1c(O)c(CN2CCCCC2)cc2c1oc(=O)c1ccccc12	6	7	-161	-13	10	-6	-2	16	5
COCCN1CCN(Cc2cn[nH]c2-c2cc3ccccc3o2)CC1	5	2	19	-7	-6	-2	-9	10	-8
CCCC(=O)N/C(N)=N/c1nc2ccccc2o1	-1	3	12	-5	-3	9	-8	24	-1
COc1ccc(OC)c(/C=C2/Sc3ccccc3C2=O)c1	13	-25	-43	1	4	-6	-6	-1	15
C=CCN(c1ccc(OC)cc1)S(=O)(=O)c1ccc(Cl)c(C(=O)OCC(=O)NC2CC2)c1	15	1	12	4	-10	8	-7	12	-3
CCN(CC)S(=O)(=O)c1ccc(NC(=O)CCC2CCCCC2)cc1	.	-5	7	.	5	25	.	.	.
COc1cccc(NC(=O)CNC(=O)c2ccc(C)cc2)c1	-4	0	16	-5	-8	-3	-11	-6	-4
CCSc1ccc2nnc(-c3cccc(F)c3)n2n1	-1	2	-90	10	3	44	1	28	-4
COc1ccc(N(C(C)C(=O)Nc2ccc(S(=O)(=O)N3CCOCC3)cc2)S(C)(=O)=O)cc1 (stereo unspecified)	0	-1	14	1	-9	0	-1	5	-12
COC(=O)c1ccc(NC(=S)NCCc2ccccc2C)cc1	5	-1	28	0	12	7	-2	15	-9
Cn1c(=O)cc(SCC(=O)Nc2ccc3c(c2)OCO3)c2ccccc21	2	0	-17	6	-1	-8	-1	14	-8
Cc1c(Cl)c([N+](=O)[O-])nn1CCCC(=O)Nc1cccc(O)c1	9	0	10	-5	1	4	-7	6	-2
O=C(CSc1ncnc2c1oc1ccccc12)Nc1ccccc1F	-1	3	14	-5	-8	0	-3	11	-1
FC(F)Sc1ccc(NC(=S)N2CCN(c3ccccn3)CC2)cc1	6	-1	4	7	-1	9	0	11	8
CC(C)c1nnc(NC(=O)C2CCCN2C(=O)Nc2ccccc2[N+](=O)[O-])s1 (stereo unspecified)	2	2	37	4	-3	-19	0	9	-2
O=C(Nc1ccccc1Cl)C1C(c2ccccc2)C1(Cl)Cl (stereo unspecified)	19	3	4	-4	-2	3	-3	38	1
CC(C)(C)OC(=O)NCCc1nnc(SCc2ccc(Cl)cc2Cl)o1	26	3	29	-35	7	-10	-9	40	-18

From PubChem BioAssay
